# GAA glycogen = inhibitors or activators of human alpha-glucosidase glycogen cleavage. recombinant GAA, glycogen substrate, Amplex Red glucose oxidase fluorescence. P10253. Potency, µM (doses to about 76.4 µM), for the others: at the top dose activity change, negative = inhibition, hits mostly inhibitors. 300,000 tested, 0.38% active; active = well fitted inhibition curve with a large enough effect; inconclusive = small, poorly fitted or top-dose-only effect, or another doubt; inactive = no such curve, though single readings can be large or run the other way;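 note: 0% = full enzyme reaction and -100% = no-enzyme basal signal; the screen sought inhibitors and activators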
#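 Recombinant enzyme (4 nM final) with compounds titrated up to 77 uM and bovine liver glycogen (30 ug) in citrate pH 5.0, 0.01% Tween-20, 37 C 40 min. Released glucose detected by Amplex Red/glucose oxidase (Ex 573/Em 610); AC50 from Hill fits.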
# Active calls of the source: *; ? = inconclusive; [ ] = remark or other dose. Potency is the fitted concentration of half-maximal effect. This is a subset; count on the stated rates, not on these rows.
SMILES,GAA glycogen
COc1ccc(-n2ncc3c(N4CCN(c5cccc(C)c5C)CC4)ncnc32)cc1,-11.0%[76.3 µM]
O=C(CN(C(=O)CNC(=O)c1cccs1)c1ccc(F)cc1)NC1CCCCC1,-1.7%
Nn1c(SCC(=O)Nc2nccs2)nnc1C1CC1,-14.1%[76.3 µM]
C/C(=N\Nc1ncnc2sc(C)c(C)c12)c1ccccn1,8.2%
Cn1c(-c2cccc([N+](=O)[O-])c2)cnc1NCc1cccc(F)c1,-5.0%[76.3 µM]
Cc1ccccc1-n1ccnc1SCC(=O)NCC1CCCO1 (centres undefined),-4.6%[76.3 µM]
Cc1ccc(Nc2nc3ccccc3n3cnnc23)c(Cl)c1,-11.4%
CC1CCCC(NS(=O)(=O)c2cccc3nsnc23)C1C (centres undefined),2.6%[76.3 µM]
Cc1ccc(S(=O)(=O)N2CCN(Cc3cccnc3)CC2)cc1,-0.1%[76.3 µM]
COc1ccc(CCC(=O)NCC23CC4CC(CC(C4)C2)C3)cc1,1.5%
O=C(CSc1nnc(-c2cccnc2)o1)Nc1cccc(Cl)c1,1.5%
Cc1ccc(NC(=O)c2cc(-c3cc(C)c(C)cc3O)n[nH]2)cc1C,-2.0%
c1csc(-c2ccc(N3CCOCC3)nn2)c1,3.5%
COc1ccc(NC(=O)c2ccccc2N(Cc2ccccc2)S(C)(=O)=O)c(OC)c1,-11.8%[76.3 µM]
O=C(NCCOc1ccccc1)C1CCC(=O)N(CCc2ccc(Cl)cc2)C1 (centres undefined),3.9%[76.3 µM]
O=C(CCC(=O)NC1CCCCC1)Nc1cccnc1,2.6%[76.3 µM]
COC(=O)C1=CN(Cc2ccccc2)C=C(C(=O)OC)C1c1cc(F)ccc1F,-10.7%
COc1cc(C(=O)N2CCCN(C)CC2)cc(OC)c1C,2.7%
CCOC(=O)c1sc(NC(=O)CCc2ccc(OC)cc2)nc1C,4.9%
Cc1cc(=O)n2nc(N3CCC(C(=O)NCc4ccco4)CC3)sc2n1,-2.9%[76.3 µM]
CN(C)S(=O)(=O)c1ccc(C(=O)Nc2ccn(C)n2)cc1,-11.8%
COc1ccccc1C(=O)C1CCCN(C(=O)c2ccccc2C(C)=O)C1 (centres undefined),-2.2%[76.3 µM]
COc1ccc(NC(=O)C/C(C)=N/NC(=O)c2ccccn2)c(OC)c1,-5.0%[76.3 µM]
O=C(CSc1nnc(CNC(=O)c2ccccc2)o1)NCc1ccc(F)cc1,-7.1%[76.3 µM]
O=[N+]([O-])c1ccc(Cl)cc1CN1CCCCCC1,22.5%[76.3 µM]

# An excerpt from above in order of their number in GAA glycogen, falling.
SMILES,GAA glycogen
C/C(=N\Nc1ncnc2sc(C)c(C)c12)c1ccccn1,8.2%
COc1cc(C(=O)N2CCCN(C)CC2)cc(OC)c1C,2.7%
COc1ccc(CCC(=O)NCC23CC4CC(CC(C4)C2)C3)cc1,1.5%
Cc1ccc(NC(=O)c2cc(-c3cc(C)c(C)cc3O)n[nH]2)cc1C,-2.0%
Cc1ccc(Nc2nc3ccccc3n3cnnc23)c(Cl)c1,-11.4%

# Later entries.
SMILES,GAA glycogen
CCC/C(=N\NC(=O)C1CC1)c1ccc(Br)cc1,4.9%[76.3 µM]
CCOCCCNC(c1ccccc1)c1ccncc1 (centres undefined),-0.2%[76.3 µM]
NC1=NC(=O)/C(=C/c2ccc(Br)cc2)S1,-2.2%[76.3 µM]
COc1ccc(C(=O)Nn2c(C)nc3ccccc3c2=O)cc1[N+](=O)[O-],-1.3%
COc1cc(/C=N/NC(=O)c2cc(C)oc2C)ccc1OCc1ccccc1,-1.6%[76.3 µM]
COc1ccc(Nc2cc(Nc3ccccc3)ncn2)cc1,3.6%
COc1ccc2c(c1)cc(C(=O)N[C@H](C(=O)N1CCC[C@H]1C(=O)O)C(C)C)n2C,-21.0%[76.3 µM]
Cc1ccc(NC(=O)c2cc(-c3ccccc3O)n[nH]2)cc1C,-5.2%
CC(=O)c1c(C)oc2ccc(NS(=O)(=O)c3ccc(F)cc3C)cc12,7.0%
CC(C)(C)c1cc[n+](-c2[nH]c(=O)sc2/C=N/N=C(\[O-])c2ccccc2)cc1,-0.5%[76.3 µM]
Cc1ccc(C2/C(=C(/O)c3ccc4c(c3)CC(C)O4)C(=O)C(=O)N2CCCn2ccnc2)cc1 (centres undefined),-22.2%[76.3 µM]
CC(C)(C)n1nnnc1C(c1ccccc1F)N1CCN(C(=O)c2ccco2)CC1 (centres undefined),-2.4%
CCOC(=O)[C@@H]1[C@H]2COc3ccccc3[C@@H]2N2C(=O)N(c3ccc(OC)cc3)C(=O)[C@@]12C,14.6%[76.3 µM]
Cc1ccc(N2CCN(C(=S)Nc3ccccc3C)CC2)cc1,-21.3%[76.3 µM]
COc1cc(/C=C2\SC(=S)N(CCC(=O)Nc3ccccn3)C2=O)cc(OC)c1OC,0.6%
COc1ccccc1NC(=O)CSc1nnc(NC(=O)C2CCC2)s1,-9.2%
COc1ccc2c(C)cc(N3CCN(Cc4ccccc4)CC3)nc2c1,0.2%
Cc1cc2cc3c(cc2nc1SCC(=O)N1CCCC1)OCCO3,11.3%[76.3 µM]
O=C(O)CCC(=O)N1CCc2cc(S(=O)(=O)NCc3ccc(Cl)cc3)ccc21,-4.0%[76.3 µM]
CSc1ccccc1OCc1cc(C(=O)N2CCN(C3CCCC3)C(=O)C2)no1,1.1%[76.3 µM]
O=C(NCc1ccccn1)c1ccc(OC2CCN(Cc3ccccc3)CC2)cc1,-6.1%[76.3 µM]
COC(=O)c1cc(S(=O)(=O)N2CCN(c3ccccc3F)CC2)c[nH]1,-1.9%[76.3 µM]
CCOc1ccc(CCNC(=O)c2sc3nc4n(c(=O)c3c2C)CCC4)cc1,-3.7%[76.3 µM]
COc1cc(/C=C2\CCCc3c2nc2ccccc2c3C(=O)O)cc(Cl)c1O,?
CN(C)CCCNc1nc(N)c([N+](=O)[O-])c(NCc2ccccc2)n1,-13.1%
# More records:
SMILES,GAA glycogen
COc1cc(Br)cc(/C=C/c2ccc3cccc(O)c3n2)c1OC,2.2%
O=C(COC(=O)CNS(=O)(=O)c1ccc(F)c(F)c1F)NCCc1ccccc1,-2.9%[76.3 µM]
O=C(O)CN1C(=O)/C(=C\c2ccccc2OCc2ccc(Cl)cc2Cl)SC1=S,-6.5%[76.3 µM]
Cc1ccc(Cl)cc1NC(=O)CCC(=O)NCc1ccco1,-1.4%[76.3 µM]
COc1ccc(C(=O)NC2CCCc3c2cnn3-c2ccccc2F)cc1OC (centres undefined),-2.8%[76.3 µM]
COc1ccc2oc(C(=O)Nc3ccc(S(=O)(=O)N(C)C4CCN(C)CC4)cc3)c(C)c2c1,-14.1%[76.3 µM]
O=C(CCc1c[nH]c2ccccc12)N1CCCCCCC1,-10.8%[76.3 µM]
Cc1ccc(NC(=O)COc2ccc(/C=N\NC(=O)c3cccnc3)cc2)cc1C,3.7%[76.3 µM]
Cn1c(=O)c2sccc2n(Cc2cccc(Br)c2)c1=O,11.0%[76.3 µM]
O=C(CCc1ccccc1)NNC(=O)COc1ccc(Cl)cc1,-3.6%[76.3 µM]
COc1cc(NC(=S)N2CCN(CCO)CC2)cc(OC)c1,-14.2%[76.3 µM]
CC1(C)CCC(=O)N2CC[C@H]3C[C@H](OC(=O)Nc4ccc(Br)cc4)C[C@@H]1[C@H]32,-18.1%[76.3 µM]
CCc1ccc(-c2nc(CSCC(=O)NC3CC3)c(C)o2)cc1,-2.7%[76.3 µM]
Cc1cc(C)c(OCCCNCc2ccccc2)c(Br)c1,-11.7%[76.3 µM]
O=C(N/N=C/c1ccc(C(=O)O)cc1)C(=O)N1CCCCCC1,-9.3%[76.3 µM]
CCOc1ccc(N(C(=O)CNC(=O)c2ccco2)C(C(=O)NC2CCCC2)c2cccnc2)cc1 (centres undefined),-0.5%
CCCOc1cccc(C(=O)N/N=C/c2coc3ccccc3c2=O)c1,-15.1%[76.3 µM]
Cc1ccc(S(=O)(=O)NCc2cccnc2)c(C)c1,-4.8%[76.3 µM]
CC(OC(=O)c1cccc(-n2cnnn2)c1)C(=O)Nc1ccc(F)cc1 (centres undefined),-13.3%[76.3 µM]
Cc1ccc(S(=O)(=O)N/N=C\c2ccc([N+](=O)[O-])o2)cc1C,-1.8%[76.3 µM]
O=C(Nc1ccc2c(c1)CN(Cc1ccco1)CC2)C1CCCO1 (centres undefined),-4.5%[76.3 µM]
S=c1nc2c(n[nH]1)c1ccccc1n2CCc1ccccc1,-13.0%[76.3 µM]
COc1ccc(OC)c(C(C[N+](=O)[O-])c2c(C)cc3ccccn23)c1 (centres undefined),4.2%
COc1cc(C(=S)N2CCCC2)ccc1OCc1ccccc1,-7.8%[76.3 µM]
O=C(CSc1nnc(CNC(=O)c2c(F)cccc2F)o1)NCc1ccc(F)cc1,-9.0%[76.3 µM]
# More compounds follow:
SMILES,GAA glycogen
Cc1cccn2cc(-c3cccc(S(=O)(=O)N4CCCCC4)c3)nc12,-9.4%[76.3 µM]
Cc1cccc2c1NC(=O)C2=Nc1ccc(Cl)cc1,-12.8%[76.3 µM]
Cc1cc(-c2ccc(S(=O)(=O)N3CCN(c4cccc(C(F)(F)F)c4)CC3)s2)on1,0.1%[76.3 µM]
Cc1coc2c(C)c3oc(=O)c(CCC(=O)N(C)CC(=O)O)c(C)c3cc12,-2.6%
O=C(Cc1ccc(O)cc1)NC1CCCCCC1,2.6%
Cc1ccc2nc(NC(=O)C3CC3C)sc2c1 (centres undefined),-1.3%
O=C(Nc1ccc(C(F)(F)F)cc1)N1CCN(C(=O)c2ccco2)CC1,0.3%[76.3 µM]
COCCCNC(=O)c1ccc(CS(=O)(=O)c2ccccc2OC)o1,2.9%
NS(=O)(=O)c1ccc(CCNS(=O)(=O)c2cccc3cccnc23)cc1,5.4%
CC(C)(C)c1ccc(S(=O)(=O)NCc2ccccn2)cc1,-3.5%[76.3 µM]
CC(=O)C1=NOC2C(=O)N(c3ccccc3)C(=O)C12 (centres undefined),5.7%
Cc1ccc(NS(=O)(=O)N2CCOCC2)cc1,-4.1%[76.3 µM]
CCC(C)NC(=O)c1cn(CCOC)c(=O)c2c1c1ccccc1n2C (centres undefined),-0.4%
CCOc1ccc(-c2noc(CCCC(=O)NCC3CCCO3)n2)cc1OC (centres undefined),0.4%[76.3 µM]
CC(C)Oc1cc(C(=O)NC2CCCCC2)c2ccccc2n1,-14.4%[76.3 µM]
O=C(COc1ccccc1Cl)Nc1ccccc1C(=O)N1CCCCC1,13.7%[76.3 µM]
CCCCCCCC(=O)N1CCN(c2cc3c(cc2F)c(=O)c(C(=O)O)cn3CC)CC1,-4.0%
COc1ccc2nc(C)cc(Nc3cccc(C(=O)O)c3)c2c1,-2.5%[76.3 µM]
CCN1CCN(c2nc3c(C)cccn3c(=O)c2/C=C(\C#N)C(=O)NCCOC)CC1,-3.6%
CCOc1ccc(CCNC(=O)c2cccc3c2C(=O)N(CCOC)C3)cc1OCC,0.5%
O=S(=O)(c1ccccc1)N1CCN(c2ncnc3scc(-c4ccccc4)c23)CC1,-17.0%[76.3 µM]
CC(C)N1C(=O)c2ccccc2C1C(=O)NCCc1ccccc1 (centres undefined),2.7%
Cc1nc(C(N)=O)c(N)n1CCc1ccccc1,-12.5%
COc1ccc(C(=O)CC(=O)C(=O)Nc2cccc([N+](=O)[O-])c2C)cc1,-1.1%
O=C(/C=C/c1cccc(Br)c1)c1ccc2c(c1)OCO2,2.8%

# Quoted from the listing.
# `COc1ccc(C(=O)CC(=O)C(=O)Nc2cccc([N+](=O)[O-])c2C)cc1` – GAA glycogen = -1.1%
# `COCCCNC(=O)c1ccc(CS(=O)(=O)c2ccccc2OC)o1` – GAA glycogen = 2.9%
# `O=C(Nc1ccc(C(F)(F)F)cc1)N1CCN(C(=O)c2ccco2)CC1` – GAA glycogen = 0.3%[76.3 µM]
# `Cc1cccc2c1NC(=O)C2=Nc1ccc(Cl)cc1` – GAA glycogen = -12.8%[76.3 µM]
# `CCN1CCN(c2nc3c(C)cccn3c(=O)c2/C=C(\C#N)C(=O)NCCOC)CC1` – GAA glycogen = -3.6%

# The results go on:
SMILES,GAA glycogen
COc1ccc(N2CC(C(=O)Nc3nnc(SCCC4OCCO4)s3)CC2=O)cc1 (centres undefined),-9.8%[76.3 µM]
CCCc1cc(=O)oc2cc(C)cc(OC(C)C(=O)N[C@@H](Cc3c[nH]c4ccccc34)C(=O)O)c12 (some centres undefined),-9.6%[76.3 µM]
CCCNc1nc(Cl)nc(Nc2ccc(Cl)cc2)n1,-0.3%[76.3 µM]
Cc1cc(CN2CCCC(C(=O)Nc3ccc(-c4nc5ccccc5[nH]4)cc3)C2)n[nH]1 (centres undefined),-8.6%[76.3 µM]
O=C1OCc2nc3cc4c(cc3c(-c3ccc(F)cc3)c21)OCO4,0.6%
COc1ccccc1C(=O)Nc1ccc2[nH]ncc2c1,-4.6%[76.3 µM]
Cn1c(COc2ccccc2Br)nc2ccccc21,-8.4%[76.3 µM]
COc1ccc(CN2CCC(=O)N([C@H](CO)c3ccccc3)CC2)cc1OC,2.4%[76.3 µM]
c1ccc(COCCC2CO2)cc1 (centres undefined),14.1%[76.3 µM]
COc1ccc(-c2noc(C(C)NS(=O)(=O)c3ccc(NC(C)=O)cc3)n2)cc1 (centres undefined),-0.5%[76.3 µM]
N#Cc1ccccc1NC(=S)NC(=O)c1cccnc1,1.2%[76.3 µM]
COc1ccc2[nH]c(C(=O)O)c(CCNC(=O)/C=C/c3ccc(O)c(OC)c3)c2c1,7.7%
CC(=O)N1CCN(Cc2nc3cc(NC(=O)c4cccs4)ccc3n2C)CC1,-0.7%
FC(F)(F)c1ccc(-n2cnc3ccccc32)nc1,3.6%[76.3 µM]
CCc1noc(C)c1C(=O)NNC(=O)COc1ccc(Br)cc1,-6.8%[76.3 µM]
Cn1nc(-c2ccc(C(=O)NC3CCCCC3)cc2)c2ccccc2c1=O,-0.7%

# Exported tab-delimited: part of the list above
structure	GAA glycogen
O=C(Cc1ccc(O)cc1)NC1CCCCCC1	2.6%
Cn1c(-c2cccc([N+](=O)[O-])c2)cnc1NCc1cccc(F)c1	-5.0%[76.3 µM]

# Assay outcomes as filed in PubChem BioAssay.
